HPDE-C7K KRASV12 – viability loss of HPDE-C7K cells – cell-based, fluorescence, HTS, primary screen (AID 431); actives 1.7% (n = 63,000); cytotoxicity, % at 10 µM; hits with a dose series show EC50 in µM; HPDE-C7K KRASV12 cells, Alamar Blue viability, 48 h; higher % means a stronger effect;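 active means compounds whose percent cytotoxicity in the single-dose primary screen, scaled between solvent and toxic-drug controls, exceeds 50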;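 further: 0% = DMSO solvent wells and 100% = doxorubicin-treated wells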
LYP phosphatase – LYP phosphatase inhibitors, primary screen, biochemical, DiFMUP fluorescence, recombinant catalytic domain, 10 µM (AID 606) | inhibition, % at 10 µM; hits with a dose series show IC50 in µM | recombinant LYP catalytic domain, DiFMUP fluorescence; higher % means a stronger effect | 52,000 tested, under 10 active;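 active means IC50 under 40 µM in the dose-response test; inactive means IC50 of 40 µM or more, or never dose-tested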
HT1080 viability – cytotoxicity in HT1080 fibrosarcoma cells, cell-based, fluorescence readout (AID 620). HT1080 viability, fluorescence; higher % means a stronger effect. cytotoxicity, % at 10 µM; hits with a dose series show EC50 in µM. actives 0.42% (n = 87,000);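 further: cells exposed to compound overnight then 4 h with Alamar Blue; 0% = vehicle DMSO and 100% = killing control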
Alkaline phosphatase – inhibition of tissue-nonspecific alkaline phosphatase – biochemical, luminescent (AID 518) | purified TNAP enzyme, luminescent substrate readout; higher % means a stronger effect | one-dose inhibition, % at 20 µM; IC50 in µM for titrated hits | actives 0.09% (n = 64,000); in the data active means a potency from the dose series; inactive means the rest, 99 in 100 with inhibition below about 22%;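 further: plate controls were vehicle for no effect and reference inhibitor for full effect; many of its hits are not listed in these tables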
Spn MK inh – blocks S. pneumoniae mevalonate kinase; purified MK, PK/LDH-coupled NADH absorbance 340 nm; inhibition, % at 10 µM; actives 0.48% (n = 65,000); AID 555;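 active means ranked among the strongest by inhibition in the single 10 µM screen, a fixed top-ranked set picked for dose follow-up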; further: no value below 0 was filed
DPM-DC inhibit – S. pneumoniae DPM-DC inhibition; purified DPM-DC, PK/LDH coupled NADH fluorescence; calls only at 10 µM; actives 0.49% (n = 65,000);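 active means the 320 compounds with the highest percent inhibition in the single-dose primary screen, excluding strongly autofluorescent ones, cut at about 32% in these data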;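 further: kinetic rate of NADH fluorescence loss reporting ADP formed by the decarboxylase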
PMK inhibit – inhibitors of Streptococcus pneumoniae phosphomevalonate kinase. purified PMK, PK/LDH-coupled NADH absorbance 340 nm. inhibition, % at 10 µM. actives 0.49% (n = 65,000). AID 539;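 active means top-ranked compounds by inhibition in the single 10 µM screen, taking a fixed number of the strongest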;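 further: 0% = full reaction with DMSO carrier and 100% = background rate without enzyme reaction; no value below 0 was filed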
HPDE-C7 viability – cytotoxicity in HPDE-C7 cells, cell-based, fluorescence, HTS (AID 430) | HPDE-C7 pancreatic duct cells viability, fluorescence; higher % means a stronger effect | cytotoxicity, % at 10 µM, or EC50 in µM where a hit was titrated | actives 1.8% (n = 63,000);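 further: cells exposed to compound for 48 hours before viability readout; 0% = vehicle and 100% = reference cytotoxic drug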
Bfl-1 inhibitors – Bfl-1 inhibitors, primary screen, biochemical, fluorescence polarization, FITC-Bid, mouse (AID 432) | FITC-Bid BH3 peptide fluorescence polarization displacement; higher % means a stronger effect | displacement, % at 20 µM, or IC50 in µM where a hit was titrated | actives 0.02% (n = 64,000); in the data active means a potency from the dose series; inactive means the rest, 99 in 100 with displacement below about 15%; further: strong numbers were not always called active
PMK inhibit pilot replicates – recorded beside PMK inhibit, whose call it bears; inhibition, %; measured here: pilot screen replicates
Spn MK inh pilot replicates – also measured in Spn MK inh; calls as there; inhibition, %; measured here: pilot screen replicates
DPM-DC inhibit pilot screen % – further read-out of DPM-DC inhibit, marked with its call; inhibition, %; measured here: pilot screen trials
* marks the source's active call; other numbers are inactive results; i = inactive; / = no result given. Unless noted, no stated cut-off is given here; in the data, active means cytotoxicity above about 50%; inactive means the rest. Outcome played no part in choosing rows. About 3.4% of those tested had a hit in this group.

SMILES | HPDE-C7K KRASV12 | LYP phosphatase | HT1080 viability | Alkaline phosphatase | Spn MK inh | DPM-DC inhibit | PMK inhibit | HPDE-C7 viability | Bfl-1 inhibitors | others
COCCn1c(SCC(=O)c2ccc3c(c2)OCCO3)nnc1-c1ccco1 | 3% | / | 3% | 12% | 1 | i | 12 | -15% | 1%
Cc1ccc(C)c(C(=O)n2cnnc2N)c1 | -19% | 5% | 0% | 6% | 4 | i | 0 | -26% | 2%
CCn1nnc(NC(=O)c2ccc(C(C)(C)C)cc2)n1 | -9% | 11% | -4% | 9% | 10 | i | 12 | -20% | -2%
Cc1ccc(C)c(S(=O)(=O)Nc2ccc3scnc3c2)c1 | 41% | -4% | 37% | 9% | 7 | i | 2 | 39% | 1%
Cc1noc(C)c1Cn1nc(C(=O)O)c2ccccc2c1=O | -5% | -7% | -1% | 9% | 0 | i | 18 | 3% | 3%
CC1CCc2c(C(=O)NCCCN3CCOCC3)csc2C1 (stereo unspecified) | -9% | 13% | 4% | 4% | 4 | i | 12 | -10% | -6%
CC(=O)Nc1ccc(-c2cn3ccsc3n2)cc1 | 7% | 10% | 8% | 9% | 9 | i | 4 | 10% | 0%
O=C(CN1CCCC1)NCC12CC3CC(CC(C3)C1)C2 | 13% | -6% | 4% | 8% | 7 | i | 11 | -8% | 2%
CCOc1ccc(CCNC(=O)C2CCN(S(=O)(=O)N3CCOCC3)CC2)cc1OCC | 3% | / | -1% | 6% | 0 | i | 11 | 1% | 0%
CCC(C)NC(=O)CN1C(=O)CC(C)(C)S(=O)(=O)c2ccccc21 (stereo unspecified) | -14% | -7% | 6% | -3% | 10 | i | 0 | -5% | 7%
COc1ccc(-c2cc(C(=O)N3CC4(C)CC3CC(C)(C)C4)no2)cc1OC (stereo unspecified) | / | -4% | -8% | 9% | 6 | i | 12 | / | -4%
CCc1nnc(NC(=O)CSc2nnc(-c3ccoc3C)n2-c2ccc(C)cc2)s1 | -6% | 1% | -2% | 10% | 7 | i | 14 | -25% | -1%
CCNC(=O)NCCc1c[nH]c2ccc(Cl)cc12 | / | 13% | 22% | 18% | 7 | i | 9 | / | -9%
Cn1nc(C(=O)N2CCN(S(=O)(=O)c3ccccc3)CC2)c2ccccc2c1=O | -6% | 20% | -1% | 6% | 6 | i | 21 | -6% | -4%
COc1ccc(NC(=O)c2cc(OC)c(OC)c(OC)c2)cn1 | -2% | -6% | 3% | 8% | 0 | i | 9 | 1% | -3%
CCN(CC)S(=O)(=O)c1cccc(-c2nnc(SCC#N)n2Cc2ccccc2)c1 | 2% | 16% | -3% | 10% | 0 | i | 14 | 4% | -5%
Cc1nc2ccccc2c2oc(C(=O)NCc3ccc4c(c3)OCO4)cc12 | 3% | 14% | -2% | 3% | 7 | i | 0 | -6% | 6%
Cc1cc(Cl)ccc1OCCCC(N)=O | -7% | -1% | 0% | 15% | 6 | i | 0 | -5% | 3%
COc1ccccc1C(=O)n1nc(-c2ccc(Cl)cc2)nc1N | -14% | / | 2% | 15% | 4 | i | 2 | -1% | -5% | PMK inhibit pilot replicates=0.0;Spn MK inh pilot replicates=0.5;DPM-DC inhibit pilot screen %=0.5
COCCNC(=O)c1cc2c(-c3ccccc3F)nn(C)c2s1 | 15% | 4% | 5% | 7% | 12 | i | 13 | 20% | -3% | PMK inhibit pilot replicates=4.5;Spn MK inh pilot replicates=0.0;DPM-DC inhibit pilot screen %=14
Cc1ccc(S(=O)(=O)NCc2cn3ccsc3n2)c(C)c1 | 5% | -1% | 14% | 3% | 7 | i | 5 | 6% | -1%
Cc1onc(-c2ccccc2Cl)c1C(=O)Nc1cccc(-c2cn3cccnc3n2)c1 | -9% | / | 31% | 16% | 2 | / | 10 | -18% | -1% | PMK inhibit pilot replicates=2.5;Spn MK inh pilot replicates=0.0
Cc1cccc(NC(=O)c2ccc(S(=O)(=O)N(C)C)cc2)c1 | -5% | 5% | 6% | -2% | 5 | i | 3 | -6% | 3%
COc1ccc(-n2ccc(=O)c3c2CCCC3=O)cc1 | 3% | 4% | -3% | 17% | 4 | i | 8 | 7% | -2%
COC(=O)CSc1nc2ccc(NC(C)=O)cc2s1 | -23% | / | 14% | 14% | 7 | i | 1 | -6% | -1%
COc1ccccc1-n1c(SCC(=O)Nc2ccccc2F)nc2[nH]ncc2c1=O | / | -1% | 17% | 1% | 0 | i | 9 | / | -4%
CN1C(C)(C)CC(NC(=O)CCC(=O)NC2CC(C)(C)N(C)C(C)(C)C2)CC1(C)C | 0% | 1% | 8% | -2% | 0 | i | 4 | 8% | -3%
CC1CCc2nc(NC(=O)C3CCCO3)sc2C1 (stereo unspecified) | -6% | 10% | / | 5% | 12 | i | 4 | -2% | 2%
O=C(c1c[nH]c2ccc(S(=O)(=O)N3CCOCC3)cc2c1=O)N1CCN(c2ccccn2)CC1 | -6% | 7% | -1% | 8% | 2 | i | 19 | -6% | -2%
CCCCCn1c(CN2CCN(Cc3ccccc3)CC2)nc2c1c(=O)n(C)c(=O)n2C | 14% | / | -7% | 4% | 10 | i | 6 | 5% | 2%
CCN(CC)CCNc1nc2c(c(=O)[nH]c(=O)n2C)n1CCOc1ccccc1 | -1% | / | 10% | 9% | 3 | i | 22 | 7% | -1%
CC(Sc1ccccc1)C(=O)Nc1ccc(S(=O)(=O)N2CCOCC2)cc1 (stereo unspecified) | -13% | 0% | 4% | -2% | 5 | i | 4 | -10% | -7%
CCC(=O)Nc1cc(-c2nn(C)c(=O)c3ccccc23)ccc1N1CCCCC1 | 2% | -4% | 31% | 5% | 0 | i | 5 | 5% | -6%
Cc1ccn2cc(-c3ccc(S(=O)(=O)N4CCOCC4)cc3)nc2c1 | 12% | / | -5% | 2% | 5 | / | 10 | -8% | 5%
CN1CCN(C(c2cccc(C(F)(F)F)c2)c2nnnn2Cc2ccccc2)CC1 (stereo unspecified) | 2% | 12% | 3% | -2% | 0 | i | 11 | -8% | -6%
CCCC(C)c1nnc(NC(=O)C2CCCO2)s1 (stereo unspecified) | 4% | / | -2% | 18% | 12 | i | 4 | -32% | -4% | PMK inhibit pilot replicates=0.0;Spn MK inh pilot replicates=1.5;DPM-DC inhibit pilot screen %=0.0
Cc1ccc(S(=O)(=O)c2c(N)n(C)c3nc4ccccc4nc23)cc1 | -1% | 21% | 10% | 6% | 0 | / | 0 | -7% | 9%
COc1ccc(C2CC(=O)N3C(=C2C#N)SCC3(O)c2ccccc2)cc1 (stereo unspecified) | 12% | -1% | 6% | 10% | 8 | i | 13 | 10% | -8%
O=C(CN1C2=NCCN2c2ccccc21)c1ccco1 | 8% | -2% | -1% | 0% | 17 | i | 9 | 1% | 2%
CCN(CC)c1ccc(NC(=O)Nc2ccc(C(C)=O)cc2)cc1 | -15% | 5% | 2% | 4% | 1 | i | 5 | -18% | 8%
C=CCOC(=O)C(C#N)c1nc2ccccc2nc1N1CCN(c2ccccc2OCC)CC1 (stereo unspecified) | 4% | 19% | -5% | 19% | 7 | i | 4 | 7% | -6%
COc1ccc(C2C3=C(Nc4ncnn42)c2ccccc2CCC3)cc1 (stereo unspecified) | -12% | / | / | 6% | 8 | i | 0 | -20% | -1%
CCN1CCCC1CN(Cc1cc2cc(OC)ccc2[nH]c1=O)C(=O)NCc1ccccc1 (stereo unspecified) | 7% | 5% | -8% | 10% | 3 | / | 13 | 1% | -2%
CN(Cc1ccccc1)S(=O)(=O)c1ccc2[nH]c(=O)oc2c1 | -5% | / | -2% | 19% | 6 | i | 6 | -7% | -5%
O=C(c1cccs1)c1coc2ccc(O)c(CN3CCOCC3)c12 | 4% | 5% | -6% | 4% | 0 | i | 15 | -4% | 8%
CC(=C1C(=O)c2ccccc2C1=O)N1CCc2ccccc2C1 | -9% | -1% | 3% | 12% | 5 | i | 7 | -5% | 4%
COc1ccc2[nH]c3nc(SCc4nnc(-c5ccccc5)o4)nnc3c2c1 | -13% | / | -6% | 2% | 2 | i | 14 | -2% | 5%
CCOC(=O)N1CCN(C(=O)c2nn(-c3cc(OC)cc(OC)c3)c(=O)c3ccccc23)CC1 | -5% | -6% | 2% | 10% | 0 | i | 8 | -12% | -4%
COc1cccc(-n2c(SCC(N)=O)nnc2-c2c[nH]c3ccccc23)c1 | 4% | 14% | 15% | 2% | 5 | i | 6 | -5% | 1%

By substructure, the entries above with a halogen.
SMILES | HPDE-C7K KRASV12 | LYP phosphatase | HT1080 viability | Alkaline phosphatase | Spn MK inh | DPM-DC inhibit | PMK inhibit | HPDE-C7 viability | Bfl-1 inhibitors | others
CCNC(=O)NCCc1c[nH]c2ccc(Cl)cc12 | / | 13% | 22% | 18% | 7 | i | 9 | / | -9%
Cc1cc(Cl)ccc1OCCCC(N)=O | -7% | -1% | 0% | 15% | 6 | i | 0 | -5% | 3%
COc1ccccc1C(=O)n1nc(-c2ccc(Cl)cc2)nc1N | -14% | / | 2% | 15% | 4 | i | 2 | -1% | -5% | PMK inhibit pilot replicates=0.0;Spn MK inh pilot replicates=0.5;DPM-DC inhibit pilot screen %=0.5
COCCNC(=O)c1cc2c(-c3ccccc3F)nn(C)c2s1 | 15% | 4% | 5% | 7% | 12 | i | 13 | 20% | -3% | PMK inhibit pilot replicates=4.5;Spn MK inh pilot replicates=0.0;DPM-DC inhibit pilot screen %=14
Cc1onc(-c2ccccc2Cl)c1C(=O)Nc1cccc(-c2cn3cccnc3n2)c1 | -9% | / | 31% | 16% | 2 | / | 10 | -18% | -1% | PMK inhibit pilot replicates=2.5;Spn MK inh pilot replicates=0.0
COc1ccccc1-n1c(SCC(=O)Nc2ccccc2F)nc2[nH]ncc2c1=O | / | -1% | 17% | 1% | 0 | i | 9 | / | -4%
CN1CCN(C(c2cccc(C(F)(F)F)c2)c2nnnn2Cc2ccccc2)CC1 (stereo unspecified) | 2% | 12% | 3% | -2% | 0 | i | 11 | -8% | -6%

Screening data (PubChem)
